Compound activity (PubChem)
GlmU inhibition = inhibition of mycobacterial GlmU enzyme – biochemical, glucosamine-1-phosphate acetyltransferase (AID 1376); M. tuberculosis GlmU acetyltransferase enzyme assay; higher % means a stronger effect; inhibition, %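 (tested at 30 µM in the primary screen)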; hits with a dose series show IC50 in µM; actives 0.25% (n = 220,000); in the data active = inhibition above about 13%;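 note: 0% = complete reaction with vehicle and 100% = reaction without substrate; strong numbers were not always called active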
Mtb RmlCD inh = M. tuberculosis RmlC/RmlD coupled enzyme inhibitors, primary screen, biochemical, compound mixtures, 384-well, from 1536-well plates; dTDP-4-dehydrorhamnose reductase (Mycobacterium tuberculosis (strain ATCC 25618 / H37Rv)) …; RmlC+RmlD coupled enzyme assay, percent inhibition; primary screen in compound mixtures; inhibition, % at 3.6 µM; actives 0.03% (n = 160,000); AID 1533, 2009; in the data active = inhibition mostly above about 34%, no sharp cut-off; note: some results filed as inactive read as strong as hits
Target sequence (P9WH09 whole entry, looked up): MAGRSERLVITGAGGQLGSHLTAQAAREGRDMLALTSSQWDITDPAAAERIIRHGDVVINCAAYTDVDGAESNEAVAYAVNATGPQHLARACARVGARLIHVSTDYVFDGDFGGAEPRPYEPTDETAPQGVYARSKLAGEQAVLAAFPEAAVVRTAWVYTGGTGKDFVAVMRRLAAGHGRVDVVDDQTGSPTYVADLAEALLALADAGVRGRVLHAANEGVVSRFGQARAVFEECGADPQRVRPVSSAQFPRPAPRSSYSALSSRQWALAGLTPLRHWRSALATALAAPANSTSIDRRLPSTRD
Target sequence (P9WH11 whole entry, looked up): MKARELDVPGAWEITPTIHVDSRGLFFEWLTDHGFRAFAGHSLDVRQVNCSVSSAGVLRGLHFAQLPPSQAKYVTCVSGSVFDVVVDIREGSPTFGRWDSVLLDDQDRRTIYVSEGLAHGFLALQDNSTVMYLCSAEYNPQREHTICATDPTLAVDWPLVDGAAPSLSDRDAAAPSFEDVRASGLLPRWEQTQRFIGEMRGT
Starred values were filed as active, the others as inactive; / = not tested or not shown. Not all compounds are listed. The share of hits here may be higher or lower than overall.

SMILES | GlmU inhibition | Mtb RmlCD inh
O=C(Nc1cc(Cl)cc(Cl)c1)C(c1ccccc1)N1CCCCC1 (stereo unspecified) | -6.0% | /
CCN(c1ccccc1)S(=O)(=O)c1ccc(OCc2c(C)noc2C)cc1 | 2.3% | 9.5
COc1ccccc1/C=C/CN1CCCC(CO)(Cc2cccc(Cl)c2)C1 (stereo unspecified) | -2.2% | /
CCC(C)NC(=O)C1CCN(S(=O)(=O)N2CCCC2)CC1 (stereo unspecified) | 1.8% | /
CC(=O)NC(=S)Nc1cc(C(=O)O)ccc1Cl | 0.3% | 4.7
O=Cc1ccccc1-n1cncn1 | -7.9% | 18.4
COc1ccc(CSCCN)cc1Cl | 4.1% | -13.2
N#CCSCC(=O)Nc1ccccc1 | -0.3% | /
O=c1[nH]c(=O)n(-c2ccc(F)cc2)c(O)c1C=NCCN1CCCCC1 | 1.7% | -5.2
CCN1CCN(C(=O)C2(NC(=O)Nc3ccccc3Cl)CCCCC2)CC1 | 1.5% | /
Cc1c(OCc2nn[nH]n2)ccc2c3c(c(=O)oc12)CCC(C)C3 (stereo unspecified) | 5.8% | 10.1
Cc1cccc(N(C(=O)c2nsc(Cl)c2Cl)C(C(=O)NC2CCCC2)c2ccc(O)cc2)c1C (stereo unspecified) | 0.0% | /
COc1ccccc1OCC(=O)Nc1cccc(N(C)S(C)(=O)=O)c1 | -0.2% | 4.9
Fc1cccc(Cc2noc(CN3CCC(c4ccncc4)CC3)n2)c1 | 1.6% | -3.4
C=CCNc1cc(C(F)(F)F)nc(-c2ccccn2)n1 | 2.3% | -8.4
O=C(COc1ccc(Br)cc1)NNC(=S)NC(=O)c1ccccc1[N+](=O)[O-] | -2.5% | -5.6
COc1cc(-c2nnc(SCC(=O)N(Cc3ccccc3)C(C)(C)C)o2)cc(OC)c1OC | 0.8% | -3.3
Cc1[nH]c2ccccc2c1C(=O)COC(=O)C1CC(=O)N(Cc2ccco2)C1 (stereo unspecified) | 5.2% | /
CCCCOC(=O)C1=C(N)OC2=C(C(=O)CCC2)[C@]12C(=O)Nc1ccccc12 | -6.3% | /
COc1ccc(N2C(=S)NC3CS(=O)(=O)CC32)cc1 (stereo unspecified) | -4.4% | 4.0
COCCn1c(Cc2ccccc2)nnc1SCC(=O)Nc1cc(C)on1 | 5.0% | -7.2
COc1ccc(C(=O)CSc2ccccc2C(=O)O)cc1 | -3.8% | -3.0
CCn1c(CNC(=O)Cc2ccc(OC)cc2)nnc1SCC(=O)Nc1nccs1 | 1.2% | -4.8
CCCn1c(SCC(=O)Nc2cccc(C(=O)OCC)c2)nnc1-c1ccoc1C | 3.8% | -6.7
O=C1OC2(O)C3C4C=CC(C4)C3C(=O)N2c2ccccc21 (stereo unspecified) | 7.9% | -10.9
O=C(COc1ccc(C(=O)O)cc1)Nc1cccc(C(F)(F)F)c1 | 0.4% | -11.8
CCOC(=O)c1ccc(-n2ncc(C(=O)OCC)c2N)cc1 | -4.9% | -3.1
Cc1cccc(N2CCN(C(=O)c3ccccc3NC(=O)C3CCCCC3C(=O)O)CC2)c1 (stereo unspecified) | -5.5% | 74.1
N#CCCn1cc(C=C2C(=O)NC(=O)NC2=O)c(-c2ccccc2)n1 | -6.1% | 11.4
O=C(O)C[C@H]1c2cc(F)ccc2S(=O)(=O)N1C1CCCCC1 | 3.1% | /
COc1cc2c(cc1NC(=O)CN1CCN(S(=O)(=O)c3ccccc3F)CC1)oc1ccccc12 | -1.1% | /
COc1ccc(/C=C/C(=O)OCC(=O)NCCC2=CCCCC2)cc1S(=O)(=O)N1CCOCC1 | 2.1% | 12.9
COc1ccc(Cl)cc1NC(=S)N(Cc1ccc(C(=O)O)cc1)Cc1ccc(OC)c(OC)c1 | -2.2% | -9.0
CC(C)C(=O)NNC(=O)CN1CCN(c2nc(-c3ccccc3)cs2)CC1 | 7.7% | -5.0
Cc1cc(-c2nnc(SCC(=O)c3ccc4c(c3)OCCO4)o2)no1 | 3.3% | -4.7
CC(=O)c1ccc(NC(=O)Nc2ccc3c(c2)nc(C)n3C)cc1 | -1.7% | -0.3
c1ccc(NCCCNc2ccccc2)cc1 | 0.3% | 10.8
COc1ccc(C2C(C(=O)N3CCC(C(N)=O)CC3)CC(=O)N2c2ccc(OC)cc2)cc1 (stereo unspecified) | -1.2% | 16.0
Cc1cc(NC(=O)CSc2ccc3nnc(CCNC(=O)c4ccccc4)n3n2)no1 | 0.9% | -7.0
Cn1cc(CNC(=O)Nc2ccc3c(c2)OCO3)cn1 | 2.1% | 8.0

Another view of part of the listing above:
canonical_smiles,GlmU inhibition,Mtb RmlCD inh
COc1ccc(Cl)cc1NC(=S)N(Cc1ccc(C(=O)O)cc1)Cc1ccc(OC)c(OC)c1,-2.2%,-9.0
Cc1cc(-c2nnc(SCC(=O)c3ccc4c(c3)OCCO4)o2)no1,3.3%,-4.7

Next results follow.
SMILES | GlmU inhibition | Mtb RmlCD inh
O=C(NCCS(=O)(=O)c1ccc(Cl)cc1)c1ccc(F)cc1 | -0.7% | -5.9
COc1ccccc1NC(=O)c1c([N+](=O)[O-])c(C(C)(C)C)nn1C | 4.7% | -0.8
COc1ccc2c(-c3ccccc3)cc(SCC(=O)NC(N)=O)nc2c1 | 3.6% | 10.6
CCC(Sc1ncccc1C(=O)OCCN1CCCC1=O)C(=O)NCc1ccco1 (stereo unspecified) | 1.3% | 15.8
O=C1N(c2ccccc2)C2CS(=O)(=O)CC2N1c1ccc(Cl)c(Cl)c1 (stereo unspecified) | -5.3% | 9.1
COC(=O)CCSCC(=O)N1N=C(c2ccc(OC)cc2)CC1c1cccc(OC)c1OC (stereo unspecified) | 0.2% | -3.5
Cc1ccc(O)c(N=Nc2ccc(S(=O)(=O)N3CCOCC3)cc2)c1 | 6.9% | -2.8
CCCCN(CCCC)CC(O)COc1ccccc1C(=O)Nc1ccccc1 (stereo unspecified) | 3.4% | 3.9
CC(C)NS(=O)(=O)c1ccc(OCC(=O)Nc2ccc(F)cc2F)cc1 | -0.7% | 4.3
COc1cccc(C(=O)NCCC2=CCCCC2)c1OC | -0.9% | /
CN1CCCC(C#CC(O)(c2ccccc2)c2ccccc2)C1 (stereo unspecified) | 7.1% | 7.2
CC1=C(C(=O)Nc2ccccc2)C(c2ccccc2[N+](=O)[O-])NC(=O)N1 (stereo unspecified) | -1.5% | 12.9
O=C(O)c1cc(NC(=O)c2ccccc2[N+](=O)[O-])ccc1O | -3.5% | 10.3
CC(=O)C1=C(C)NC(C)=C(C(C)=O)C1c1ccc(-c2ccccc2Cl)o1 | -2.2% | /
O=C(O)CCC(=O)N(Cc1ccco1)C1CC(=O)N(c2ccccc2)C1=O (stereo unspecified) | -6.8% | 12.3
CC1=NN2C(=N)/C(=C\c3cc(C)n(Cc4ccccc4)c3C)C(=O)N=C2S1 | -2.0% | /
O=C1CSC(c2ccccn2)N1c1ccc(C(F)(F)F)cc1 (stereo unspecified) | 3.9% | -16.0
Cc1cccc2cc(CN(CCCN(C)C)C(=S)NCCc3ccccc3)c(=O)[nH]c12 | 1.3% | -8.4
COC(=O)c1sc(NC(=O)c2cc(-c3ccccc3)nc3ccccc23)c(C#N)c1C | 7.7% | /
Cc1cc(NS(=O)(=O)c2ccc(NC(=O)CSc3nnc(-c4ccco4)n3N)cc2)nc(C)n1 | -2.4% | -0.2

Compound profiles, as listed above.
CC1=C(C(=O)Nc2ccccc2)C(c2ccccc2[N+](=O)[O-])NC(=O)N1 (stereo unspecified) is entered as GlmU inhibition = -1.5%; Mtb RmlCD inh = 12.9
COC(=O)c1sc(NC(=O)c2cc(-c3ccccc3)nc3ccccc23)c(C#N)c1C is entered as GlmU inhibition = 7.7%; Mtb RmlCD inh = /
O=C(O)c1cc(NC(=O)c2ccccc2[N+](=O)[O-])ccc1O is entered as GlmU inhibition = -3.5%; Mtb RmlCD inh = 10.3

More records follow:
SMILES | GlmU inhibition | Mtb RmlCD inh
Cc1cc(/C=N/NC(=O)C(=O)NCc2ccccn2)c(C)n1-c1ccccc1 | 2.9% | 7.7
Cc1c(C(c2ccc(N(C)C)cc2)c2c(C)n(C)n(-c3ccccc3)c2=O)c(=O)n(-c2ccccc2)n1C | -1.1% | -5.4
O=C(COC(=O)c1ccc([N+](=O)[O-])o1)Nc1nc2ccccc2s1 | -2.9% | /
CN1c2ccccc2C(=O)NC1c1ccc(Cl)cc1 (stereo unspecified) | -2.5% | -12.1
CC(NC(=O)CSc1nc2ccccc2n1CCC#N)c1ccc(F)cc1 (stereo unspecified) | 1.5% | /
Oc1ccc(/C=N/Nc2nc(N3CCCCCC3)nc(N3CCCCCC3)n2)c(O)c1 | -1.4% | 3.5
OC(COc1cccc2ccccc12)CN1CCN(c2cccc(Cl)c2)CC1 (stereo unspecified) | 1.7% | 10.6
Cn1c(C(=O)N2CCCCCC2)cc2c(=O)n(C)c3ccccc3c21 | 9.8% | 5.2
COc1ccc2oc(=N)c(C(=O)Nc3ccccc3)cc2c1 | -1.6% | 2.5
COc1ccc(OC)c(N2C(=O)C(Cl)=C(N3CCCCC3)C2=O)c1 | 0.2% | /
CC1Cc2ccccc2N1C(=O)CSc1nnnn1Cc1ccccc1 (stereo unspecified) | -3.9% | -2.7
CC1CCN(C(=O)CN(c2ccccc2)S(=O)(=O)N(C)C)CC1 | -3.8% | 4.4
O=c1[nH]c(CSc2ncccn2)nc2c1cnn2-c1ccccc1 | 2.1% | -7.5
Cc1ccc(S(=O)(=O)N2CCN(C3CC(=O)N(Cc4ccccc4)C3=O)CC2)cc1C (stereo unspecified) | 5.8% | /
CC(NS(=O)(=O)c1ccc(Br)cc1)C(N)=O (stereo unspecified) | -0.7% | 2.6
CCCC1C2C(=O)N(c3ccc(OC)cc3)C(=O)C2ON1c1ccccc1 (stereo unspecified) | -1.0% | /
COc1ccc(C)cc1NC(=O)CCC(=O)Nc1nnc(C(F)(F)F)s1 | -1.9% | -2.7
CC(=O)c1cccc(CN2CCCC(C(=O)c3ccc4c(c3)OCO4)C2)c1 (stereo unspecified) | -5.8% | /
Cn1c(SC(C(=O)Nc2ccc(F)cc2)c2ccccc2)nc2ccccc21 (stereo unspecified) | 0.1% | -4.4
CCCCNC(=O)c1ccc(Cn2c(=S)[nH]c3c([nH]c4ccc(OC)cc43)c2=O)cc1 | 6.6% | -12.3
Cc1ccc(NC(=O)Cn2c(=O)n(CCCC(=O)NCc3ccco3)c(=O)c3ccccc32)cc1 | 1.0% | 7.0
Cc1ccccc1N1C(=O)C(Oc2ccc(Cl)cc2)C1CNCC1CCCO1 (stereo unspecified) | 0.2% | -7.8
CCN(CC(=O)NCc1ccc(F)cc1)C(=O)/C=C/c1ccco1 | 0.3% | -7.6
CCCCNC(=O)CN1C(=O)CN=C(c2ccccc2)c2ccccc21 | 1.2% | 6.9
COc1ccc(NS(=O)(=O)c2cc(NC(=O)CNC(=O)c3ccc(C)s3)ccc2Cl)cc1 | -4.7% | -0.5
Cc1ccc(S(=O)(=O)N/N=C/c2cccc(OC3CSC3)c2)cc1 | 0.8% | /
O=C(/C=N/NC(=O)c1ccc(Cl)cc1Cl)c1ccccc1 | -3.0% | /
CCCCn1c(CCNC(=O)CCC)nc2ccccc21 | 5.3% | /
c1csc(-c2ccn[nH]2)c1 | -3.5% | 19.0
O=C(COc1ccccc1)Nc1ccc(OC(F)(F)C(F)F)c(NC(=O)COc2ccccc2)c1 | 2.7% | /
FC(F)(F)c1cc(C(F)(F)F)c2ccc(Oc3ccccc3)nc2n1 | 2.6% | 3.4
COC(=O)N/N=C/c1cccs1 | -5.8% | -9.9
COc1cc(/C=C/C2=NC(=O)C(C)(C)O2)ccc1O | 1.2% | /
COc1cc(/C=N/NC(=O)Cc2csc(C)n2)ccc1OCC(C)C | -1.9% | 8.8
CCOc1ccc(/C=N/NC(=O)CC(=O)Nc2ccc(Cl)c(Cl)c2)cc1 | -4.2% | -9.2
O=C(COc1ccc(Br)cc1)N/N=C1/SCC(=O)N1Cc1ccco1 | -2.5% | 33.7
Cc1ccccc1OCC(=O)Nn1c(COc2ccccc2)nc2ccccc2c1=O | 1.3% | -3.6
COC(=O)c1cc(=O)c2cccc(OC)c2[nH]1 | 6.1% | 62.4*
CC(C)(C)OC(=O)NCCc1nnc(SCc2ccccc2Cl)o1 | -0.7% | -2.4
O=C(CNCc1ccco1)Nc1ccc(Oc2ccccc2)cc1 | -2.7% | -11.0

Single entries from above.
For GlmU inhibition, `CCOc1ccc(/C=N/NC(=O)CC(=O)Nc2ccc(Cl)c(Cl)c2)cc1` is listed with -4.2%
For GlmU inhibition, `COc1cc(/C=C/C2=NC(=O)C(C)(C)O2)ccc1O` is listed with 1.2%
For Mtb RmlCD inh, `FC(F)(F)c1cc(C(F)(F)F)c2ccc(Oc3ccccc3)nc2n1` is listed with 3.4
For Mtb RmlCD inh, `CC(C)(C)OC(=O)NCCc1nnc(SCc2ccccc2Cl)o1` is listed with -2.4
For Mtb RmlCD inh, `O=C(COc1ccc(Br)cc1)N/N=C1/SCC(=O)N1Cc1ccco1` is listed with 33.7
For Mtb RmlCD inh, `COc1cc(/C=N/NC(=O)Cc2csc(C)n2)ccc1OCC(C)C` is listed with 8.8

Next part:
SMILES | GlmU inhibition | Mtb RmlCD inh
CCOC(=O)NC1(NC(C)C)Oc2ccccc2O1 | 0.2% | 2.9
O=C(c1cc([N+](=O)[O-])cc([N+](=O)[O-])c1)N(c1ccccn1)c1ccccn1 | -3.2% | 14.2
Cc1cc(S(=O)(=O)NC2CCN(Cc3ccccc3)CC2)c(C)cc1Cl | -2.0% | -3.5
O=C(COc1ccccc1)NCCSCc1ccc(Cl)cc1 | 2.8% | 5.3
CCCOc1ccc(/C=C/c2[nH]c(=O)[nH]c(=O)c2[N+](=O)[O-])cc1OCC | -0.8% | /
CN1C(=O)/C(=C/c2ccccc2OCc2ccc(C(=O)O)cc2)NC1=S | -1.0% | -2.6
